Yeast growth tox – yeast growth toxicity, wild-type and mutant, primary screen, cytotoxicity control for eIF2B function restoration project, wild-type and eIF2Bepsilon R284H mutant, A595; S. cerevisiae wild-type growth, A595 turbidity, 16 h; growth inhibition, % at 25 µM (by protocol); 0.3% of 30,000 active;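 active means mutant and wild-type yeast strains alike exhibit over 30% growth inhibition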;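 further: 0% = untreated cell controls and 100% = YPD media blanks without cells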
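system = S. cerevisiae wild-type or eIF2Bepsilon-R284H mutant strain | buffer or medium = YPD medium | dosing = one dose, 25 µM compound, 0.2% DMSO | schedule = 16 h at 30 °C | measured by = A595 turbidity | evaluation = growth inhibition (%) versus cell controls and blanks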
Yeast eIF2B – GCN4-lacZ reporter reduction in eIF2B-epsilon mutant yeast, primary screen, S. cerevisiae, eIF2B-epsilon R284H, Beta-Glo luminescence. inhibition, % at 25 µM (by protocol). 0.91% of 27,000 active. AID 688, 2007;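 active means mutant luminescence inhibited past about 50% while wild type luminescence and mutant growth stay under set limits, limit read from the data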; further: some compounds called inactive have numbers as strong as hits
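Assay system: yeast eIF2B-epsilon R284H mutant carrying GCN4–beta-galactosidase fusion / Buffer or medium: YPD / Incubation: 16 h growth with compound at 30 °C, 90 min Beta-Glo step / Detection: Beta-Glo luminescence after Z-buffer lysis, growth by 595 nm absorbance / Read-out: % inhibition of reporter signal and growth versus controls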
Yeast growth tox inhibition % – recorded beside Yeast growth tox, whose call it bears; growth inhibition, %; S. cerevisiae eIF2Bepsilon-R284H mutant growth, A595 turbidity, 16 h;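 each compound tested once at 25 µM; 0% equals untreated cells and 100% equals cell-free medium blanks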
Yeast eIF2B mutant toxicity – recorded beside Yeast eIF2B, whose call it bears; growth inhibition, %; measured here: mutant yeast growth, toxicity;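 each compound tested once at 25 µM; zero equals untreated control growth and 100 equals blank medium absorbance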
The depositor's hits bear a star; x = not tested or not shown.

SMILES	Yeast growth tox	Yeast growth tox inhibition %	Yeast eIF2B	Yeast eIF2B mutant toxicity
CCN(CC)c1ccc(NC(=O)c2cnc3ccccn3c2=O)c(C)c1	-8	-5	-19	-5
COC(=O)C1Cc2c([nH]c3ccccc23)C(C)N1 (stereo unspecified)	16	21	-18	21
C=CCN1CN(S(=O)(=O)c2cccs2)c2nc3ccccc3nc21	24	19	21	19
CCN(CC)C(=O)CSc1nnc(-c2cnccn2)n1-c1ccc(C)cc1	7	-18	-4	-18
CC(=O)N(C)c1ccc(NS(=O)(=O)Cc2ccccc2)cc1	7	-6	19	-6
O=C(Nc1ccon1)c1cc2ccccc2oc1=O	23	19	20	19
CCOc1ccc(C(=O)Nc2c3c(nn2-c2cccc(Cl)c2)CS(=O)C3)cc1 (stereo unspecified)	19	0	-10	x
COCCNC(=O)NC1(C(F)(F)F)Oc2ccc(Cl)cc2O1 (stereo unspecified)	8	-8	20	-8
CN(C)S(=O)(=O)c1cccc(C(=O)NCCc2ccccc2)c1	9	-4	21	-4
Cc1ccc(-c2noc(C3CCCN(S(=O)(=O)c4ccc5ccccc5c4)C3)n2)o1 (stereo unspecified)	11	0	23	x
O=C(O)CCSc1nnnn1-c1ccccc1	27	11	15	11
COc1cc(S(=O)(=O)Nc2ncccc2C)c(OC)cc1Cl	6	0	-19	x
O=C1CC(SCc2nc3ccccc3[nH]2)C(=O)N1c1cccc(F)c1 (stereo unspecified)	1	-17	18	-17
COc1ccc(C(=O)CSc2nccc(=O)[nH]2)cc1	8	-38	1	-38
Cc1ccc(-c2nnc3n2CCCCC3)cc1	13	-19	-2	-19
O=C(CCn1cccc1)NC1CCCc2ccccc21 (stereo unspecified)	8	0	-12	x
COc1cc(CNCC(C)C)cc(Br)c1OCC(=O)Nc1ccccc1	-5	-13	x	x
COc1ccccc1CC(=O)N1CCCc2ccccc21	8	19	20	19
Cc1ccc(S(=O)(=O)NCCCNC(=O)c2ccccc2)cc1	-11	-34	10	-34
Cc1ccc(C2C(C#N)=C(N)Oc3nc(-c4ccccc4)[nH]c32)o1 (stereo unspecified)	-4	-24	16	-24
C=CCNc1nc(-c2c(C)nc3sccn23)cs1	16	10	1	10
Cc1ccc(CNC(=O)c2oc3ccc(S(=O)(=O)N4CCOCC4)cc3c2C)cc1	3	20	13	20
N/C(CCCN1CCCCC1)=N/O	29	12	21	12
COc1cc(NC(=O)Nc2cccc(C(C)=O)c2)cc(OC)c1OC	4	10	11	10
COc1ccc(OC)c(N(CC(=O)NCc2cccnc2)S(C)(=O)=O)c1	-9	26	5	26
CC(C)OC(=O)CSc1nc(N)c(C#N)c(-c2cccs2)c1C#N	-13	-32	9	-32
CCC(C)(C)NC(=O)C(c1ccc(OC)cc1)N(Cc1ccco1)C(=O)CCC(=O)Nc1cc(C)on1 (stereo unspecified)	-17	0	-5	x
COC(=O)C1CC(c2c(OC)cc(OC)cc2OC)=NO1 (stereo unspecified)	5	29	8	29
Cc1ccc(-c2nn(CCC(=O)O)cc2CCC(=O)O)cc1	24	18	x	x
COc1cccc(CNC(=O)CCCNS(=O)(=O)c2cccs2)c1	-8	-5	6	-5
O=C1CCCN1CCC1CCN(C(=S)Nc2ccc(F)cc2)CC1	46	16	13	16
COc1ccc(C)cc1S(=O)(=O)N(C)CC(N)=O	-15	-3	22	-3
Cc1cc(NC(=O)Cc2cccs2)nn1CC(=O)NCc1ccco1	-10	-4	-16	-4
COc1ccc(N2CCN(S(=O)(=O)c3ccc(C(=O)NC4CCCC4)cc3)CC2)cc1	-33	-21	30	-21
O=C(NCc1ccc2c(c1)OCO2)c1c(F)c(F)c(F)c(F)c1F	-8	11	x	x
O=C(CN1C(=O)c2ccccc2C1=O)NCc1ccccn1	11	-7	19	-7
Cc1ccc(N=Cc2cc(C)n(C3CCCC3)c2C)cc1	9	0	0	x
COc1cccc2cc(C(=O)N(C)C3CCN(C)CC3)c(=O)oc12	0	12	9	12
Cc1ccc2c(c1)c1c3n2CCN=C3CCC1	1	-17	24	-17
COc1ccccc1Oc1ccc2c(c1)C(=O)N(c1cccc(O)c1)C2=O	-15	19	3	19
N#CCCSc1nc(N2CCOCC2)c2c(c1C#N)CCCC2	0	-5	2	-5
CCCCCCc1nc2ccccc2c(=O)n1NC(=O)c1c(O)c2c(n(CC(C)C)c1=O)CCCC2	-6	26	x	x
CCOc1cccc(-c2cc(=O)[nH][nH]2)c1	10	9	23	9
CC(C)CNC(=O)c1ccccc1NC(=O)CSCc1ccccc1	-5	7	11	7
CCOC(=O)c1cc2ccc(OC)cc2oc1=O	2	19	-8	19
CCOc1ccccc1N1CC(C(=O)N2CCc3ccccc3C2)CC1=O (stereo unspecified)	25	8	10	8
O=C(CCSCCC(=O)NCCN1CCOCC1)NCCN1CCOCC1	27	0	x	x
Cc1noc(C)c1S(=O)(=O)N(CC(=O)O)c1ccc2c(c1)OCO2	-1	10	22	10
Cc1ccc(-c2nnn(CC(=O)Nc3ccc(S(=O)(=O)N4CCC(C)CC4)cc3)n2)cc1	-28	-24	-6	-24
CCOC(=O)c1[nH]c2ccc(Cl)cc2c1NC(=O)c1nonc1C	-58	0	6	x
CCc1ccc2nc(NC3=NCN(CCN4CCOCC4)CN3)nc(C)c2c1	x	x	21	x
COc1ccc(-c2[nH]ncc2Oc2ccccc2OC)c(O)c1	2	-20	8	-20
C=CCNc1nc(N(c2ccccc2)c2ccccc2)nc(-n2ccnc2)n1	-63	-57	40	-57
CC(=O)NCCOc1cccc2ccccc12	x	x	-25	x
Cc1ccc(Cn2nc(C)c(NC(=O)c3cc(-c4ccco4)on3)c2C)cc1	-40	4	-7	4
Clc1ccc(/C=N/Nc2nnc(Cl)c3ccccc23)cc1	27	-26	30	-26
O=C(COc1ccc(Cl)cc1)N1CCN(C(=O)c2cccc(F)c2)CC1	-1	6	x	x
Cc1ccc(Nc2nc3c(s2)CCC3)c(C)c1	-7	11	-11	11
Cn1c(CN2CCCCC2)nc2cc(NC(=O)c3ccc(Cl)cc3)ccc21	-11	-11	9	-11
CC(=O)N(Cc1cc2c(C)cc(C)cc2[nH]c1=O)C1CCCCC1	7	-9	12	-9

Additional compounds:
SMILES	Yeast growth tox	Yeast growth tox inhibition %	Yeast eIF2B	Yeast eIF2B mutant toxicity
CCN(CC)C(=O)Cn1cnc2ccccc2c1=O	10	-4	13	-4
O=C(C1CCN(C2CC(=O)N(Cc3ccccc3)C2=O)CC1)N1CCCCCC1 (stereo unspecified)	x	x	-3	x
O=S(=O)(NCC(c1cccnc1)N1CCN(c2ccc(F)cc2)CC1)c1cc(F)ccc1F (stereo unspecified)	-9	6	10	6
COCc1c(C(=O)OC)nnn1-c1ccccc1	-15	-19	32	-19
O=C1CC(C(F)(F)C(F)(F)C(F)(F)F)=Nc2ccccc2N1	17	-4	16	-4
CCOc1ccc(C(=S)N2CCOCC2)cc1OC	14	11	-31	11
Nn1c(SCC(=O)Nc2ccc(F)c(F)c2)nnc1C1CCCCC1	5	-5	4	-5
O=c1[nH]c2ccccc2cc1-c1noc(-c2cccnc2)n1	34	-7	9	-7
CCn1c(=O)n(CCOC)c(=O)c2c3c(sc21)CCCC3	13	0	22	x
CCOC(=O)c1[nH]cnc1C(=O)O	6	-5	19	-5
COCCNC(=O)c1cn(C)c(=O)c2cc(OC)c(OC)cc12	-1	-8	17	-8
COC(=O)c1c(C)[nH]c(C(C)=O)c1C	28	8	11	8
Cc1c(C(=O)OC(C)C)nnn1-c1nonc1N	9	-5	1	-5
COc1ccccc1NC(=O)CN(c1ccccc1F)S(C)(=O)=O	-12	-4	x	x
CCCCC(c1nnnn1CC1CCCO1)N1CCN(Cc2ccccc2)CC1 (stereo unspecified)	37	15	-4	15
COc1ccccc1C(O)Cc1nc2ccccc2n1C (stereo unspecified)	15	3	19	3
CCOC(=O)N1CCC(NC(=O)CCc2nc(-c3ccc(C)cc3)no2)CC1	15	8	23	8
CCCCNC(=O)Nc1nnc(-c2ccccc2)o1	32	8	15	8
Oc1ccccc1-c1nc(N2CCN(Cc3ccccc3)CC2)c2ccccc2n1	-7	-45	20	-45
NCCc1nnc(SCc2c(F)cccc2Cl)o1	18	8	21	8
Cc1cc[n+](-c2nc([O-])n(-c3ccccc3)c2C=O)cc1	x	x	16	x
CN(C)S(=O)(=O)c1ccc(C(=O)NCCOc2ccccc2)cc1	14	4	17	4
CSc1nnc([C@H](C)NC(=O)OC(C)(C)C)o1	22	4	21	4
Cc1ccc(S(=O)(=O)N2CCN(C(=O)CSc3ncc(C(F)(F)F)cc3Cl)CC2)cc1	2	-29	27	-29
CCOC(=O)C(NC(C)=O)(Nc1ccc(S(=O)(=O)Nc2cc(C)on2)cc1)C(F)(F)F (stereo unspecified)	6	-10	-25	-10
CCCn1c(=O)c2ccccc2n2c(SCC(=O)c3cc(C)n(CC4CCCO4)c3C)nnc12 (stereo unspecified)	26	10	-35	10
CC(C)NS(=O)(=O)c1ccc(OCC(=O)NCc2cccnc2)cc1	15	2	8	2
CCN(CC)CCNc1ncnc2c1sc1nc(N3CCOCC3)c3c(c12)CC(C)(C)SC3	16	-5	18	-5
CCN1CCN(C(=O)c2cc(-c3cccnc3)nc3ccc(Br)cc23)CC1	8	19	27	19
Cc1c(C(=O)N2CCOCC2)sc2ncnc(N3CCc4ccccc4C3)c12	-12	-11	25	-11

Structural class, those above with a COOH group
SMILES	Yeast growth tox	Yeast growth tox inhibition %	Yeast eIF2B	Yeast eIF2B mutant toxicity
O=C(O)CCSc1nnnn1-c1ccccc1	27	11	15	11
Cc1ccc(-c2nn(CCC(=O)O)cc2CCC(=O)O)cc1	24	18	x	x
Cc1noc(C)c1S(=O)(=O)N(CC(=O)O)c1ccc2c(c1)OCO2	-1	10	22	10
CCOC(=O)c1[nH]cnc1C(=O)O	6	-5	19	-5

Remaining list, next part
SMILES	Yeast growth tox	Yeast growth tox inhibition %	Yeast eIF2B	Yeast eIF2B mutant toxicity
CCOc1ccc(C(=O)OCC(=O)c2c(N)n(C)c(=O)n(C)c2=O)cc1OCC	-5	-2	x	x
COC(=O)c1c(C)[nH]c(C(=O)CN2CCOCC2)c1C	11	17	20	17
O=C(NCC(F)(F)F)Nc1ncccn1	23	4	11	4
CC(=O)Nc1nnc(CCN2CCCCC2)s1	-2	-10	-15	-10
COc1ccc2c(C(=O)CN3CC(C)OC(C)C3)c[nH]c2c1 (stereo unspecified)	14	4	16	4
COc1ccc(OC)c(S(=O)(=O)NCc2cn3cccc(C)c3n2)c1	5	-7	0	-7
C=CCNC(=O)c1ccc(N(C)S(=O)(=O)c2ccc(OC)cc2)cc1	11	9	x	x
O=C(O)C1C2C=CC(O2)C1C(=O)NCc1ccccc1Br (stereo unspecified)	34	28	25	28
CCN(CC)CCCN1C(=O)C(O)=C(C(=O)c2ccco2)C1c1ccc(C)o1 (stereo unspecified)	9	8	-12	8
CCOc1ccc(NS(=O)(=O)c2ccc(OCC)c3ncccc23)cc1	18	3	-38	3
O=C(CSc1nnnn1-c1cccc2c1CCCC2)N1CCCC1	x	x	19	x
COc1cc(NS(=O)(=O)c2ccc(NS(=O)(=O)c3ccccc3)cc2)nc(OC)n1	14	11	3	11
O=C(NCc1cccnc1)C1CCCN(Cc2cnn(-c3ccccc3)c2-n2cccc2)C1 (stereo unspecified)	18	6	1	6
COc1ccc2c(c1OC)C(=O)OC2CC(=O)c1ccc2c(c1)OCO2 (stereo unspecified)	8	-4	-5	-4
O=C(NCc1ccccc1)NC1(C(=O)N2CCCC2)CCCCC1	14	0	14	x
CCOC(=O)c1cc2sc(C)cc2n1CC(=O)Nc1cccc(C)c1C	-14	-3	31	-3
COc1ccc2[nH]c(=O)c(-c3noc(-c4ccccc4)n3)cc2c1	-41	-13	-50	-13

Reformatted: results already given
CCN(CC)CCCN1C(=O)C(O)=C(C(=O)c2ccco2)C1c1ccc(C)o1 (stereo unspecified)
  Yeast growth tox = 9	Yeast growth tox inhibition % = 8	Yeast eIF2B = -12	Yeast eIF2B mutant toxicity = 8

CCOc1ccc(NS(=O)(=O)c2ccc(OCC)c3ncccc23)cc1
  Yeast growth tox = 18	Yeast growth tox inhibition % = 3	Yeast eIF2B = -38	Yeast eIF2B mutant toxicity = 3

O=C(CSc1nnnn1-c1cccc2c1CCCC2)N1CCCC1
  Yeast growth tox = x	Yeast growth tox inhibition % = x	Yeast eIF2B = 19	Yeast eIF2B mutant toxicity = x

COc1cc(NS(=O)(=O)c2ccc(NS(=O)(=O)c3ccccc3)cc2)nc(OC)n1
  Yeast growth tox = 14	Yeast growth tox inhibition % = 11	Yeast eIF2B = 3	Yeast eIF2B mutant toxicity = 11

These rows are one share of the data (hit frequency here may not be typical).
